Assay outcomes (PubChem BioAssay)
EPAC2 antagonist: qHTS for Antagonist of cAMP-regulated guanine nucleotide exchange factor 2 (EPAC2): primary screen | Rap guanine nucleotide exchange factor 4 (Homo sapiens), Q8WZA2 | AID 720708, 2013 | 360,000 compounds, 0.18% hits | EPAC2 GEF exchange of Rap1B-BODIPY-GDP, fluorescence | Potency, µM (series often up to 114 µM), for the others: at the top dose activity, negative = inhibition, most hits filed as inhibitors; further: on the % scale 0 is the no-effect control and ±100 the full control effect; nearly all actives have a fitted effect of over 45% in size; many of its hits are not listed in these tables
Target sequence (Q8WZA2 whole entry, looked up): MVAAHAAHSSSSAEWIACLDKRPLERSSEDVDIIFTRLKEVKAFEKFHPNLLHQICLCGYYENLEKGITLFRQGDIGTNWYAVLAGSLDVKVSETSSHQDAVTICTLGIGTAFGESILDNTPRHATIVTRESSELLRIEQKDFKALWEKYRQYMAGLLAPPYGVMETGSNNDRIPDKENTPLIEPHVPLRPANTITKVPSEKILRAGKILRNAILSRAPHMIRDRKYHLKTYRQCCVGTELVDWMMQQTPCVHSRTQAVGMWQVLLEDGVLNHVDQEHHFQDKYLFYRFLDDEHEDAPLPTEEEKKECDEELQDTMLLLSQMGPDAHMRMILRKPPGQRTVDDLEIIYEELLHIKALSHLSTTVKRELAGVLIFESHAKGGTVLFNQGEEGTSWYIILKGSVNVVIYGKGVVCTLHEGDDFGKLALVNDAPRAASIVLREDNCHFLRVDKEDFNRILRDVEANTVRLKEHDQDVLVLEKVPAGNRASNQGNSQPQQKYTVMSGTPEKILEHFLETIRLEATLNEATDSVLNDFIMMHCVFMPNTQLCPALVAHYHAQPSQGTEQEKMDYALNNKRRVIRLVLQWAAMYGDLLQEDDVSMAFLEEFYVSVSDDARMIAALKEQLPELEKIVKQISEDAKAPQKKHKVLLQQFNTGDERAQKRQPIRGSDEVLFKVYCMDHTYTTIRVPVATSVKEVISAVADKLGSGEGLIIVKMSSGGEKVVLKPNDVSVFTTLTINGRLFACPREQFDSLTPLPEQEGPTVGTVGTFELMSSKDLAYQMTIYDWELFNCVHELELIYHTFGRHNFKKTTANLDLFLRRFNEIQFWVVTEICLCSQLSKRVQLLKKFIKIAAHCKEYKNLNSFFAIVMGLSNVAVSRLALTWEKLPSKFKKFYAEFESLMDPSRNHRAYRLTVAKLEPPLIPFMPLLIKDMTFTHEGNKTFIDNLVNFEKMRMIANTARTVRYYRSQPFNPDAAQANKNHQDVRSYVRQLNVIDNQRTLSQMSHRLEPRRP
MCF10A rerep: A quantitative high throughput screen for small molecules that induce DNA re-replication in MCF 10a normal breast cells; MCF 10A DNA re-replication, Hoechst nuclear intensity, 48 h; Potency, µM (titrated, usually from 46.1 µM), without a hit: at the highest dose activity, positive = re-replication, usual class: activators; 350,000 compounds, 2.9% hits; AID 624296, 2012; further: % of control where 0% means no effect; nearly all actives have a fitted effect of over 50% in size
HepG2 tox: qHTS for Inhibitors of TGF-b: Cytotox Counterscreen | Potency, µM (series often up to 46.1 µM), without a hit: top-dose activity change, negative = cytotoxicity, actives largely listed as cytotoxic | 410,000 compounds, 0.76% hits | HepG2 CAGA-GFP viability, ATP luminescence, 18 h; further: some results filed as inactive show a strong effect at the top dose
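CellTiter-Glo luminescence gave cytotoxicity after 18 hours at 37 degrees C. The cells were HepG2 CAGA-GFP in 1% FBS DMEM, stimulated with 500 pg/mL TGF-beta after compound addition. %Activity was normalised to no-cell wells (complete cell-killing) and DMSO (no toxicity), and curves were fitted and classified.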
ATXN2 expr inh: Primary qHTS for Inhibitors of ATXN expression; HEK-293 ATXN2-luciferase reporter, luminescence, 24 h; Potency, µM (doses to about 57 µM), for the others: top-dose activity change, negative = inhibition, usual class: inhibitors; 360,000 compounds, 0.72% hits; further: on the % scale 0 is the no-effect control and ±100 the full control effect; nearly all actives have a fitted effect of over 55% in size
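ATXN2-luciferase reporter cells (luciferase flanked by upstream and downstream ATXN2 gene portions) were treated 24 h at 37 °C with compounds at up to 57 uM. SteadyGlo luminescence gave expression; GF-AFC fluorescence gave viability.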
A549 tox: Nrf2 qHTS screen for inhibitors: counterscreen for cytotoxicity; A549 ARE-Fluc cells, CellTiter-Fluor viability, 18-24 h; Potency, µM (series often up to 46 µM), without a hit: at the highest dose activity change, negative = cytotoxicity, most hits filed as inhibitors; 390,000 compounds, 0.16% hits; AID 504648, 2011; further: on the % scale 0 is the no-effect control and ±100 the full control effect
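A549 ARE_Fluc cells in 5% FBS OPTI-MEM were exposed to compounds in concentration-response for 18-24 h at 37 deg C. Viability was read by CellTiter-Fluor fluorescence (Ex 405/Em 525) after 30 min, before the luciferase read.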
ATXN viability: Viability Counterscreen for Primary qHTS for Inhibitors of ATXN expression; S2 cells (HEK-293 line with an ATXN2-luciferase reporter) viability, CellTiter-Fluor protease fluorescence, 24 h; Potency, µM (series often up to 56.7 µM), most hits filed as cytotoxic; 400,000 compounds, 0.49% hits; further: nearly all actives have a fitted effect of over 40% in size
TGFb inhibitor: qHTS for Inhibitors of TGF-b | HepG2 CAGA-GFP TGF-b/SMAD3 reporter, GFP fluorescence, 18 h; TGF-beta stimulated, 500 pg/mL final | Potency, µM (top dose mostly 46.1 µM), for inactives: at the top dose activity, negative = inhibition, usual class: inhibitors | 410,000 compounds, 1.2% hits | AID 588855, 2011; further: on the % scale 0 is the no-effect control and ±100 the full control effect; nearly all actives have a fitted effect of over 65% in size
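Smad-responsive CAGA-GFP expression was quantified in HEPG2 cells exposed to compounds and 500 pg/mL final TGF-beta for 18 h at 37 degrees C; unstimulated wells defined full inhibition.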
Nrf2 block: Nrf2 qHTS screen for inhibitors | A549 ARE-Fluc reporter, luciferase luminescence, 18-24 h | Potency, µM (doses to about 46 µM), inactives show top-dose activity change, negative = inhibition, actives largely listed as inhibitors | 360,000 compounds, 2.1% hits | AID 504444, 2011; further: on the % scale 0 is the no-effect control and ±100 the full control effect; nearly all actives have a fitted effect of over 60% in size
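In this cell-based qHTS, ARE-driven firefly luciferase in A549 cells reports Nrf2 activity; the luminescent signal after BugLite lysis is the measured value, with a prior CellTiter-Fluor read for cell health.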
Nrf2 ARE act: qHTS of Nrf2 Activators; AREc32 ARE-luciferase reporter (MCF7-derived line), luminescence, 24 h; Potency, µM (highest dose often 46.1 µM), for inactives: at the highest dose activation, actives largely listed as activators; 410,000 compounds, 0.31% hits; AID 624171, 2012; further: % of control where 0% means no effect; nearly all actives have a fitted effect of over 65% in size
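AREc32 cells carrying an ARE-driven firefly luciferase, 1000 cells/well in OPTI-MEM with 5% FBS, dosed after overnight attachment and incubated 24 hr at 37 deg C. Steady-Glo luminescence read after 30 min at RT.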
* = called active by the depositor; i = inactive; ? = inconclusive; · = not tested or not shown; & = joins results of further samples; [ ] = another dose, or the depositor's remark. The call rests on the fitted dose curve; in most records, active means well fitted curve in the direction sought with a large enough effect; inconclusive means small, poorly fitted or top-dose-only effect, or another doubt; inactive means no such curve, though single readings can be large; an effect the other way counts as inactive or inconclusive. Potency means the concentration at half of the fitted maximal effect.

| Molecule | EPAC2 antagonist | MCF10A rerep | HepG2 tox | ATXN2 expr inh | A549 tox | ATXN viability | TGFb inhibitor | Nrf2 block | Nrf2 ARE act |
| --- | --- | --- | --- | --- | --- | --- | --- | --- | --- |
| COc1ccccc1CNC(=O)CN1C(=O)COc2ccc(S(=O)(=O)Nc3ccccc3)cc21 | · | · | -37.6% | 12.2% | 0.8% | ? | ? | 1.9% | 0.4% |
| Cc1c(Nc2cc(=O)oc3ccccc23)c(=O)n(-c2ccccc2)n1C | 0.1% | 9.0% | -62.2% | 3.4% | 10.3% | i | -1.2% | 8.8% | 0.3% |
| O=c1[nH]c(SCc2nc3ccccc3n2Cc2ccccc2)nc2ccccc12 | 4.3% | 28.1% | -38.1% | 0.0% | -15.9% | i | -5.2% | ? | 0.0% |
| C=CCn1c(SC(C)C(=O)Nc2ccc(Cl)cn2)nnc1C1CC1 (configuration not stated) | -9.2% | -19.9% | 2.9% | -7.9% | 5.0% | i | 17.0% | -22.2% | -0.3% |
| CN(CCC#N)C(=O)c1cc2c(s1)-c1ccccc1SC2 | 1.2% | -9.6% | -9.9% | 53.3%[activator] | -8.0% | i | -0.7% | 25.6% | -0.3% |
| Oc1ccc(O)c(C=NNC(=S)NC2CC3CC2C2C=CCC32)c1 (configuration not stated) | -15.0% | · | -109.5% | · | · | ? | ? | · | 5.9% |
| O=C(c1ccccc1)N1N=C(c2ccco2)CC1c1cccs1 (configuration not stated) | -17.6% | -13.2% | -30.7% | -19.3%[11.3 µM] | -1.5% | i | -18.7% | -22.4% | 2.3% |
| Cc1c(NC(=O)c2nn3c(c2Br)NC(c2ccccc2)CC3C(F)(F)F)c(=O)n(-c2ccccc2)n1C (configuration not stated) | -0.9% | -68.5%[inhibitor] | -5.8% | 2.4% | -3.3% | i | -3.8% | -16.0% | -0.6% |
| CC1CCN(CCCNC(=O)c2coc3nc4ccccc4nc23)CC1 | 5.1% | 14.6µM* | 1.5% | 2.9% | -3.0% | i | 8.7% | 17.0% | 5.2% |
| O=C(Nc1nc(-c2ccncc2)cs1)C1COc2ccccc2O1 (configuration not stated) | 2.9% | 3.9% | -9.4% | -18.9% | 12.1% | i | 2.2% | ? | 1.7% |
| O=C(O)CCn1c(=O)[nH]c(=O)n(CCC(=O)O)c1=O | 1.9% | -3.1% | 2.5% | -11.4% | -7.4% | i | ? | -6.1% | -0.6% |
| O=C(COC(=O)c1cc[n+]([O-])cc1)Nc1ccc2c(c1)OCCO2 | -4.3% | ? | 1.3% | 0.1% | 13.2% | i | 12.1% | 18.9% | 0.2% |
| COc1ccc(OCc2nc(-c3ccc(F)c(F)c3)cs2)cc1 | 5.8% | 4.9% | -8.6% | -3.5% | 5.8% | i | -18.0% | 4.3% | 2.4% |
| COc1ccc(C(=O)/C=C/c2ccc3c(c2)OCCO3)cc1 | -0.7% | ? | -12.1% | 31.1% | 0.9% | i | -0.4% | -2.6% | ? |
| CC(=O)c1cccc(CN2CCC(C(=O)Nc3ccc(Oc4cccnc4)cc3)CC2)c1 | 2.9% | ? | 3.1% | -12.6% | 2.0% | i | -5.4% | ? | 5.1% |
| COc1ccc(-c2csc(N(CCCN(C)C)C(=O)c3ccccc3F)n2)cc1 | -14.3% | -4.3% | -49.1% | · | -0.5% | i | ? | -1.2% | -0.1% |
| CCC1NC(=O)c2cc3ccccc3cc2-n2c1nc1cc(F)ccc1c2=O (configuration not stated) | -19.1% | · | 0.7% | -7.1% | · | i | 8.6% | · | -1.0% |
| Cc1ccc(C(=O)Nc2cccnc2)cc1C | -6.7% | · | 0.7% | · | · | i | -2.3% | · | -0.2% |
| COc1ccc(NC(=O)c2c(C(=O)Nc3ccccc3)sc3nc(C)cc(=O)n23)cc1 | · | · | -9.4% | ? | -4.0% | ? | 0.9% | 8.0% | 5.4% |
| CCOc1ccc(N2C(=O)CC(N3CCN(C(=O)CN4CCCC4)CC3)C2=O)cc1 (configuration not stated) | 4.0% | ? | -20.0% | -4.7% | 2.7% | i | 0.9% | 13.3% | -0.6% |
| C=C1CCN(C(C(=O)OC)C(C)C)S(=O)(=O)c2ccc(F)cc21 (configuration not stated) | -2.8% | -15.3% | -17.8%&-10.8% | -7.4% | 0.1%&3.3% | i | -9.5%&-6.7% | ? | 1.7% |
| COC(=O)c1ccc(NC(=O)c2ccccc2SC)cc1 | -1.8% | 9.7% | -2.4% | 22.8% | -1.2% | i | -4.0% | 4.9% | 0.0% |
| COc1ccc(N2CCN(C(=O)CSc3nnc4c(C)cc5cc(C)ccc5n34)CC2)cc1 | -2.6% | -2.6% | -0.5% | -10.8% | 2.8% | i | 8.7% | -3.3% | -0.2% |
| COc1ccccc1C(=O)NNC(=O)C(=O)Nc1ccc(C)cc1 | 0.1% | 15.6% | -4.7% | -23.3% | 6.9% | i | -6.3% | 12.2% | 1.8% |
| CSc1cccc(NC(=O)CC(c2ccc(F)cc2)N2Cc3ccccc3C2=O)c1 (configuration not stated) | · | · | -18.4% | · | -4.6% | · | ? | -29.1% | -0.4% |
| CCCCn1c(N)c(N(CC)C(=O)CSCc2ccc(C)cc2)c(=O)[nH]c1=O | 1.5% | -12.3% | 12.7% | -5.1% | 3.9% | i | -4.3% | -10.7% | 0.3% |
| Cc1ccc(CNC(=O)c2cc(Cl)cc(Cl)c2)n1C | -7.2% | -0.2% | -4.4% | -6.7% | 0.6% | i | -1.8% | -16.6% | 10.3% |
| CCOc1ccc(N=Cc2c(O)n(-c3cccc(C)n3)c(=O)c3ccccc23)cc1 | 0.7% | ? | 7.8% | -1.5% | 18.4µM* | i | -13.1% | ? | 3.9% |
| O=C(CN1C(=O)CCOc2ccccc21)Nc1cccc(S(=O)(=O)N2CCOCC2)c1 | 1.4% | -3.7% | 9.0% | -20.8% | 8.6% | i | -20.6% | -4.0% | -0.8% |
| COc1ccc(S(=O)(=O)Nc2ccc(Cc3ccncc3)cc2)cc1OC | -19.7% | 10.2% | -7.5% | -18.6% | -17.2% | i | -12.6% | 6.51µM* | 3.3% |
| CN1C(c2ccc(F)cc2)=CS/C1=C(\C#N)c1nnc2n1-c1ccccc1SC2 | 10.6% | 11.6µM* | -0.1% | -24.2% | 5.9% | i | -12.4% | ? | 1.8% |
| CN(CCOc1ccc(Br)cc1)CC(=O)Nc1cccc(S(=O)(=O)NC2=NCCC2)c1 | -6.7% | 5.2% | -17.3% | · | -5.2% | i | -5.6% | -4.8% | 2.8% |
| CCC1(c2ccccc2)NC(=O)N(CC(=O)N(C)CC(=O)Nc2cccc(F)c2)C1=O (configuration not stated) | 5.2% | 0.6% | 8.6% | 5.7% | 0.3% | ? | ? | -19.4% | -0.1% |
| CCCC(=O)N1CCCC(c2nc(-c3cccs3)no2)C1 (configuration not stated) | -2.6% | ? | -11.9% | 16.0% | 0.2% | i | 0.0% | 26.5% | 0.1% |
| CCOC(=O)C1(CC2CCCCO2)CCN(S(=O)(=O)c2ccc(C)s2)CC1 (configuration not stated) | 12.2% | -2.0% | -0.2% | -4.1%[11.3 µM] | -3.5% | i | 1.2% | -1.4% | 0.2% |
| COc1ccc(C(=O)OCC(=O)Nc2ccccc2)cc1[N+](=O)[O-] | -4.0% | -3.5% | 1.4% | · | 0.0% | i | -15.7% | 17.5% | 0.5% |
| OC[C@@H]1CN(Cc2ccc(-c3ccccc3)cc2)C[C@H](n2cnc3c(NC4CCCC4)ncnc32)O1 | 7.8% | · | -16.8% | ? | · | ? | ? | · | -2.9% |
| O=C(Cc1cccs1)Nc1nnc(SCC(=O)NC2CCCCC2)s1 | -2.7% | 15.7% | 6.8% | 0.2% | 2.7% | i | 26.5% | -12.3% | -0.9% |
| Cc1ccc(C(=O)Nc2ccc(N3CCN(C)CC3)cc2)c(Cl)c1 | 6.4% | -10.6% | -11.8% | 6.7% | 4.3% | i | -6.0% | ? | 3.4%[9.22 µM] |
| COc1ccc(S(=O)(=O)NCCCn2ccnc2)cc1C(C)(C)C | 4.9% | 2.1% | -5.5% | 0.6% | 2.6% | i | ? | 1.0% | -1.1% |
| CCC(=O)N1CCC2(CC1)Oc1ccc(Cl)cc1C(=O)C21CC(c2ccc(Cl)cc2)=NO1 (configuration not stated) | -6.0% | ? | -21.6% | -6.9% | -0.8% | i | -2.8% | 7.5% | 0.6% |
| CCSc1nnc(-c2cc(Br)ccc2NC(C)=O)c(=O)[nH]1 | -2.2% | 5.2% | 0.4% | 0.9% | -7.0% | i | 13.5% | -2.2% | 0.7% |
| S=c1nc2[nH]c3ccccc3c2n[nH]1 | 2.4% | -4.9% | 7.8% | -0.9% | -1.5% | i | 9.4% | 0.9% | 2.3% |
| CCCCCCn1c(SCC(=O)c2ccccc2)nc2c1c(=O)[nH]c(=O)n2C | 0.4% | -1.7% | -20.9% | 3.2% | 4.9% | i | -10.6% | -10.9% | 2.8% |
| Cc1cccc(OCc2nc(-c3ccccn3)n[nH]2)c1 | 7.9% | 28.2% | -48.2% | -5.0% | -1.3% | i | ? | · | 0.6% |
| COc1cccc(NC(=O)C2CCCN2C(=O)Nc2cccc(F)c2)c1 (configuration not stated) | -4.3% | -5.2% | -47.9% | -3.3% | -3.6% | i | -3.2% | -10.4% | -0.7% |
| CC(=O)c1ccc(OC2(C)CCN(Cc3ccc4c(c3)OCCO4)C2)cc1 (configuration not stated) | 9.0% | · | -8.0% | 4.3% | · | i | 36.1%[activator] | · | 3.7% |

These rows are one share of the data. The share of hits here may be higher or lower than overall.
